TCR act = T cell receptor activation; primary human leukocytes, anti-CD3, IL-2 HTRF, 48 h; 330,000 tested, under 10 active; Potency, µM (highest dose often 9.22 µM), without a hit: at the highest dose activation of IL-2 secretion, hits mostly activators; also: % of control where 0% means no effect
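Activity was scored as IL-2 release from primary human leukocytes given only a TCR signal (a-CD3 beads) plus compound for 48 hr. Detection used a two-antibody HTRF format read at 665nm.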
TSHR antagonist = antagonists of human thyroid stimulating hormone receptor. P16473. TSHR-expressing cells, TSH-stimulated cAMP HTRF, 2 h; active compounds read low. activity change, negative = inhibition, % at 11.5 µM. 0.2% of 330,000 active;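 active = activity change below a set negative limit, meaning inhibition stronger than a set level, cut at about -70% in these data; inconclusive = activity change between two set negative limits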; also: % is scaled to controls: 0 for no effect and ±100 for the full control effect
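Freshly harvested TSHR cells receive pin-tooled compound, then EC80 TSH at 4nM final. After 2 hours at 37 deg C, antibody in lysis buffer and cAMP-d2 are added; 30 minutes at ambient temperature precede the HTRF read.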
PTAP TSG101 blk = blocks PTAP/TSG101 interaction to inhibit HIV-1 budding | Q99816 | 340,000 tested, under 10 active | Potency, µM (highest dose often 115 µM), inactives show at the top dose activity change, negative = inhibition, hits mostly inhibitors | Fluorescence polarization, FITC-PTAP peptide / Tsg101 binding | AID 493005; active = well fitted inhibition curve with a large enough effect in the main read-out, with a control signal flat, not every such curve was filed as active; inconclusive = small, poorly fitted or top-dose-only effect, or effect the other way, or a change in a side signal; inactive = no such curve, though single readings can be large or run the other way; also: potency is read from the fitted curve at half-maximal effect; % of control where 0% means no effect
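Compounds were pin-transferred onto Tsg101 binding domain (10 uM final) in HEPES pH 7.5 buffer, then FITC-PTAP peptide was added at 50 nM final. After 20 min at RT, polarization reported peptide displacement across a qHTS concentration series.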
ELG1 DNA repair = blocks ELG1-dependent DNA repair in HEK293T cells; HEK293T ELG1-luciferase reporter, luminescence, 16 h; DNA damage induced by 5-fluorouridine; Potency, µM (titrated, usually from 46.1 µM), for the others: top-dose activity change, negative = inhibition, hits mostly inhibitors; 2.3% of 330,000 active; AID 504467; also: potency is read from the fitted curve at half-maximal effect; % is scaled to controls: 0 for no effect and ±100 for the full control effect; nearly all actives have a fitted effect of over 55% in size
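Cells (2,000 per well) received 5-fluorouridine plus test compound or DMSO and were incubated 16 hr at 37 °C, 5% CO2. Luciferase activity was read by luminescence 30 min after ONE-Glo addition; signal suppression marked inhibition of damage-induced ELG1 function.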
a7 integrin act = integrin-mediated muscular dystrophy alleviation activation; alpha7betagal myoblasts, beta-gal FDG fluorescence, 48 h; Potency, µM (highest dose often 38.3 µM), for the others: top-dose activation, most hits filed as activators; 0.064% of 350,000 active;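 also: potency is read from the fitted curve at half-maximal effect; 100% = response of the positive control SU9516; nearly all actives have a fitted effect of over 60% in size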
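Alpha7betagal+/- myoblasts (passage 13) were plated 16-24 hr, then exposed to compounds (1:260 dilution of DMSO stock) for 48 hours at 37C. After MPER lysis, β-galactosidase reporter activity was read as FDG fluorescence (ex 480/em 540) after 30 minutes.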
Eya2 phos inh = inhibitors of human Eya2 phosphatase activity. O00167. recombinant Eya2, OMFP fluorescence dephosphorylation (OMFP is methylfluorescein phosphate). Potency, µM (titrated, usually from 76.9 µM), inactives show at the top dose activity, negative = inhibition, hits mostly inhibitors. 0.006% of 330,000 active; also: potency is read from the fitted curve at half-maximal effect; % is scaled to controls: 0 for no effect and ±100 for the full control effect
Target sequence (O00167 whole entry, looked up): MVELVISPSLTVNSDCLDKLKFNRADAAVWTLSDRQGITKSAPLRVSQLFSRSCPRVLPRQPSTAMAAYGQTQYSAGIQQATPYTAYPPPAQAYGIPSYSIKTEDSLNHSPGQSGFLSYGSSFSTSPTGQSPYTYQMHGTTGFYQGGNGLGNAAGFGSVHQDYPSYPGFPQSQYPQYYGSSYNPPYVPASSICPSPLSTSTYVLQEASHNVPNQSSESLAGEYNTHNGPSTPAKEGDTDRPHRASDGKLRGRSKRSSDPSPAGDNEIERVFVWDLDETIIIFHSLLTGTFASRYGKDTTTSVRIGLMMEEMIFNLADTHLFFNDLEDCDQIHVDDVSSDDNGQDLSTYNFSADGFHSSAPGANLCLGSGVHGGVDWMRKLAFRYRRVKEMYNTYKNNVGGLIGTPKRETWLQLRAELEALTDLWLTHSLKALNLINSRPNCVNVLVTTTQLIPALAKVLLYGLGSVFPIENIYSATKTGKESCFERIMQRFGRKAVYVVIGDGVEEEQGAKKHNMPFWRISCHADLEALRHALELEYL
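Eya2 (0.2 uM) preincubated 10 min at ambient with compound, then OMFP substrate added at 50 uM; 10 min reaction in 50 mM HEPES pH 7.5, 50 mM NaCl, 5 uM MgCl2, 0.05% BSA, 1 mM DTT. Fluorescence read at Ex 485/Em 525 nm.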
Mito fusion yeast = mitochondrial division inhibition or fusion activation; S. cerevisiae fusion-defective mutant growth rescue, CellTiterGlo 48 h; Potency, µM (titrated, usually from 46.1 µM), for inactives: at the top dose growth rescue (activation), actives largely listed as activators; 0.23% of 320,000 active;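 also: potency is read from the fitted curve at half-maximal effect; % of control where 0% means no effect; nearly all actives have a fitted effect of over 45% in size; temperature-sensitive fusion mutants such as fzo1-1 at 37 °C on non-fermentable ethanol glycerol medium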
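Compounds are tested for their ability to restore growth of mitochondrial fusion-defective yeast strains at non-permissive 37C in YPEG medium over 48 hours. Viability is quantified by luciferase luminescence.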
BCR signal inh = blocks chronic active B-cell receptor signaling; ABC-DLBCL IkBa-CBG/CBR reporter, luminescence ratio, 4 h; Potency, µM (highest dose often 46.1 µM), without a hit: at the highest dose ratio change, negative = lower green/red ratio, usual class: inhibitors; 0.05% of 340,000 active; AID 493014; active = well fitted inhibition curve with a large enough effect in the signal ratio, with a control signal flat, not every such curve was filed as active; inconclusive = small, poorly fitted or top-dose-only effect, or effect the other way, or a change in a side signal; the % refers to the signal ratio;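 also: potency is read from the fitted curve at half-maximal effect; plate controls were basal doxycycline-induced cells for no effect and cells given 10 µM MG132 for full effect; MG132 reads +100%, hits lower the ratio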
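TMD8 human ABC-DLBCL cells with doxycycline-inducible IκBα–green luciferase fusion and unfused red luciferase, in 0.5% FBS medium; compounds up to 46 uM, 4 h at 37C. Green/red luminescence ratio, filter-overlap corrected, fitted to concentration-response curves.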
ASM inhibitor = blocks human secretory acid sphingomyelinase. Potency, µM (doses to about 57.5 µM), for inactives: at the highest dose activity change, negative = inhibition, hits mostly inhibitors. placental ASM, HMU-PC fluorogenic substrate, 60 min. 0.006% of 340,000 active. P17405. AID 504937; also: potency is read from the fitted curve at half-maximal effect
Target sequence (P17405 47-631 limits assumed): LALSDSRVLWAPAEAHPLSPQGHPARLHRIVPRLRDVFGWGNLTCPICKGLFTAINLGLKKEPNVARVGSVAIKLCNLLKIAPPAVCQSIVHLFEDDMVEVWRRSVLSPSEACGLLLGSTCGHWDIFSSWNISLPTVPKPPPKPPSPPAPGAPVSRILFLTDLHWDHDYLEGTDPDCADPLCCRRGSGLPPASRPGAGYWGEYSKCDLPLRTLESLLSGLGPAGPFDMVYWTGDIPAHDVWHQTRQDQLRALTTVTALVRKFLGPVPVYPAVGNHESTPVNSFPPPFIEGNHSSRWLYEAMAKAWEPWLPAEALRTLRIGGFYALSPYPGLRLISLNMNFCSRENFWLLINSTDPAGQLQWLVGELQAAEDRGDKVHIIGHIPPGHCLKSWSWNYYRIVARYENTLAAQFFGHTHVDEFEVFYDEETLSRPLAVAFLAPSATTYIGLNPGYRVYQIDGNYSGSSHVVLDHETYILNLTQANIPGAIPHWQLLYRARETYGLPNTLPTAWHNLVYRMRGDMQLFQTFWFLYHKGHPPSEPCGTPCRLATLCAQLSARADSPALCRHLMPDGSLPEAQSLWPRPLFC
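qHTS format. ASM enzyme prepared from human placenta hydrolyses the fluorogenic substrate HMU-PC0 (9 uM final) over 60 min at 37 °C after a 10 min compound preincubation.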
AT treatment = potential ataxia-telangiectasia treatment; […] A-T fibroblasts, KAP-1 phosphorylation AlphaLISA; neocarzinostatin DNA damage 30 min before lysis; AID 485349; Potency, µM (series often up to 57.5 µM), for the others: at the top dose activation, actives largely listed as activators; 0.19% of 320,000 active; also: potency is read from the fitted curve at half-maximal effect; % of control where 0% means no effect; nearly all actives have a fitted effect of over 45% in size
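hTERT-immortalized A-T patient fibroblasts ([…]), 500 cells/well in OPTI-MEM, 1% FBS, got compounds for 60 min, then NCS for 30 min at 37C. Lysates were then assayed for phospho-KAP-1 by AlphaLISA (anti-pKAP1 donor, anti-KAP1 acceptor beads), 6 hr at 25C.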
Tb PFK block = T. brucei PFK enzyme inhibition. O15648. T. brucei PFK, ADP-Glo luminescence. Potency, µM (highest dose often 57.5 µM), for inactives: at the highest dose activity, negative = inhibition, most hits filed as inhibitors. 0.17% of 330,000 active. AID 485367;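 also: potency is read from the fitted curve at half-maximal effect; 0% = uninhibited 1x PFK enzyme wells and -100% = no-enzyme wells; nearly all actives have a fitted effect of over 60% in size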
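1.25 nM PFK with 0.5 mM F6P and 0.1 mM ATP in 0.1 M TEA pH 8.0, 5 mM MgCl2, incubated 45 min at room temperature; ADP measured by ADP-Glo luminescence; compounds titrated up to 57 uM.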
Numbers without * were called inactive; u = inconclusive; x = not tested or not shown; [ ] = another dose, or the depositor's remark. Unless noted, calls follow the shape of the dose curve; as a rule, active = well fitted curve in the direction sought with a large enough effect; inconclusive = small, poorly fitted or top-dose-only effect, or another doubt; inactive = no such curve, though single readings can be large; an effect the other way counts as inactive or inconclusive.

Abbreviations: A = TCR act; B = TSHR antagonist; C = PTAP TSG101 blk; D = ELG1 DNA repair; E = a7 integrin act; F = Eya2 phos inh; G = Mito fusion yeast; H = BCR signal inh; I = ASM inhibitor; J = AT treatment; K = Tb PFK block
O=c1cc(-c2c(F)c(F)c(F)c(F)c2F)oc2c(F)c(F)c(F)c(F)c12
  A = x; B = -76*; C = x; D = u; E = x; F = -3%; G = -22%; H = u; I = x; J = -8%; K = 1%

CCOC(=O)N1CCN(c2c(N3CCN(c4cccc(C)c4C)CC3)c(=O)c2=O)CC1
  A = 11%; B = 7; C = 0%; D = 4%; E = 5%; F = 16%; G = 2%; H = -2%; I = 5%; J = -3%; K = -6%

CC(C)Cn1c(=O)c2ccccc2n2c(CCC(=O)NCC3CCCO3)nnc12 (centres undefined)
  A = 11%; B = -7; C = -7%; D = 6%; E = 37%; F = 5%; G = 5%; H = 16%; I = 6%; J = -8%; K = 0%

COc1ccc(Oc2nc(Oc3ccc(OC)cc3)nc(Oc3ccc(OC)cc3)n2)cc1
  A = -6%; B = 4; C = -4%; D = 1%; E = 3%; F = 0%; G = -2%; H = u; I = 0%; J = 2%; K = -1%

CCN(Cc1ccccc1)C(=O)COC(=O)c1c(C)nsc1NC
  A = 1%; B = -4; C = -1%; D = -18%; E = 0%; F = 4%; G = -11%; H = 8%; I = -3%; J = -2%; K = -8%

NC(=O)c1cc([N+](=O)[O-])ccc1NCc1cccnc1
  A = 1%; B = -10; C = 1%; D = u; E = -13%; F = -7%; G = -4%; H = -22%; I = -5%; J = -2%; K = 11%

COc1cc(/C=C(\C#N)C(=O)Nc2ccc3c(c2)OCCO3)ccc1O
  A = -2%; B = -35; C = 5%; D = 2%; E = 0%; F = -11%; G = 3%; H = u; I = -8%; J = 17%; K = 10%

c1ccc2sc(SN3CCOCC3)nc2c1
  A = 0%; B = 0; C = 1%; D = 21%; E = 24%; F = -29%; G = -4%; H = 1%; I = 0%; J = -4%; K = 0%

CC1=CC(C)(C)N2C(=O)C3(C(C#N)=C(N)Oc4cc(C)oc(=O)c43)c3cccc1c32 (centres undefined)
  A = 5%; B = 14; C = 0%; D = 4%; E = 6%; F = 2%; G = 4%; H = -1%; I = 1%; J = -2%; K = -9%

C[C@H](CO)N1C[C@H](C)[C@@H](CN(C)S(=O)(=O)c2ccccc2)Oc2c(cccc2N(C)C)C1=O
  A = -1%; B = 0; C = 3%; D = 1%; E = 2%; F = 10%; G = x; H = -2%; I = 2%; J = -1%; K = 2%

Cc1cc(C)n(-c2nnc(C)c(=O)[nH]2)n1
  A = -5%; B = 10; C = -1%; D = -2%; E = 19%[7.66 µM]; F = 15%; G = -1%; H = -1%; I = 2%; J = x; K = -2%

O=C(O)CC1(CC(=O)NCc2csc(-c3cccs3)n2)CCCCC1
  A = -9%; B = 17; C = -4%; D = 3%; E = -16%; F = 12%; G = -7%; H = -3%; I = -2%; J = 7%; K = -5%

O=C(NCc1ccccc1)C1=C[C@@H](C2CC2)C[C@@H](OCc2ccc(CO)cc2)O1
  A = -7%; B = -12; C = -1%; D = 0%; E = -8%; F = -6%; G = 7%; H = 13%; I = 2%; J = -7%; K = 3%

CCCn1c(N/N=C(C)\C=C\c2ccccc2)nc2c1c(=O)[nH]c(=O)n2C
  A = x; B = 1; C = x; D = -18%; E = x; F = -10%; G = 1%; H = 3%; I = x; J = 7%; K = -8%

CCOC(=O)c1c(S(=O)(=O)NCCCc2ccco2)c(C)n(C)c1C
  A = -2%; B = -7; C = -6%; D = -1%; E = 18%; F = 0%; G = 14%; H = 0%; I = -2%; J = -2%; K = -16%

O=C(CSc1ccccn1)Nc1cccc(S(=O)(=O)N2CCCC2)c1
  A = -14%; B = -7; C = 1%; D = -9%; E = 29%; F = 4%; G = 5%; H = 6%; I = 2%; J = 5%; K = -1%

COc1ccc(/C=C/C(=O)O)cc1S(=O)(=O)N1CCc2ccccc21
  A = 3%; B = -4; C = -1%; D = 0%; E = -21%; F = 10%; G = 8%; H = u; I = 9%; J = 7%; K = -1%

O=C(Nc1cccc(C(=O)N2CCCCC2)c1)c1ccc(Cl)cc1
  A = -2%; B = 7; C = -3%; D = 2%; E = 22%; F = 4%; G = -2%; H = u; I = 1%; J = -5%; K = 1%

CCCOc1ccccc1C(=O)N(Cc1ccco1)C1CCS(=O)(=O)C1 (centres undefined)
  A = 5%; B = -8; C = -5%; D = -1%; E = -9%; F = -2%; G = 4%; H = -4%; I = 3%; J = 1%; K = -1%

COCCNc1nnnc2c1sc1nc(N3CCOCC3)c3c(c12)CCCC3
  A = x; B = -14; C = x; D = u; E = x; F = 5%; G = -1%; H = -4%; I = x; J = 0%; K = 4%

COc1ccc(C2C(C(=O)NCc3ccccn3)c3cc(OC)c(OC)cc3C(=O)N2C)cc1 (centres undefined)
  A = -10%; B = -5; C = -9%; D = -1%; E = 14%; F = -1%; G = 2%; H = -1%; I = 7%; J = 4%; K = 0%

CCCCn1c(N)c(N(CCOC)C(=O)CSCc2ccc(C)cc2)c(=O)[nH]c1=O
  A = 9%; B = -1; C = 0%; D = 1%; E = 21%; F = -24%; G = -1%; H = u; I = 31%; J = 4%; K = 2%

COc1ccccc1CCc1nnc(CCC(=O)N(C)Cc2cccc3ncccc23)o1
  A = -6%; B = 12; C = -2%; D = u; E = 5%; F = u; G = -4%; H = -1%; I = -2%; J = -3%; K = 2%

O=C(Nc1ccccc1)c1cc2ccccc2[nH]1
  A = 0%[46.1 µM]; B = -13; C = -3%; D = u; E = u; F = -1%; G = 29%; H = u; I = 11%; J = 4%; K = -3%

O=C(O)CSc1c(-c2ccccc2)c2cc(Cl)ccc2[nH]c1=O
  A = 1%[46.1 µM]; B = -10; C = -6%; D = 10%; E = -9%; F = 5%; G = -4%; H = u; I = 7%; J = -2%; K = u

CN(CC(=O)Nc1cccc(F)c1)C(=O)/C=C/c1cc(Br)ccc1OC(F)F
  A = 1%; B = -5; C = -4%; D = -17%; E = -3%; F = 10%; G = u; H = 4%; I = -4%; J = 3%; K = 0%

O=C(Oc1cccc2cccnc12)c1cccc(N2C(=O)C3C4CCC(C4)C3C2=O)c1 (centres undefined)
  A = 0%[46.1 µM]; B = -3; C = -5%; D = u; E = 0%; F = -2%; G = -1%; H = u; I = 9%; J = -5%; K = 1%

CCc1nc(SCC(=O)NCC2CCCO2)c2oc3ccccc3c2n1 (centres undefined)
  A = 0%; B = -1; C = -7%; D = -26%; E = -12%; F = 1%; G = 3%; H = 9%; I = -1%; J = -1%; K = -2%

CCOC(=O)c1cc(-c2cc3ccccc3o2)nc2c1c(=O)[nH]c(=O)n2CCOC
  A = -11%; B = -3; C = -5%; D = -17%; E = 13%; F = 17%; G = 4%; H = -6%; I = 489%[activator]; J = 4%; K = -5%

CCOC(CNC(=O)c1cccn2c(=O)c3cc(Cl)ccc3nc12)OCC
  A = -4%; B = 27; C = -6%; D = 23µM*; E = -5%; F = -11%; G = 1%; H = u; I = 92%[activator]; J = x; K = 0%

Cc1ccc2c(c1)[C@@H]1[C@H](CO2)[C@H](c2ccccc2)[C@]2(C)C(=O)N[C@H](C)C(=O)N12
  A = -1%; B = -5; C = -6%; D = 2%; E = -34%; F = -5%; G = x; H = 4%; I = 4%; J = -6%; K = -1%

COc1ccc(C)cc1NC(=O)Cc1c(C(=O)O)n(C)c2ccccc12
  A = 5%; B = -4; C = -1%; D = -8%; E = 4%; F = u; G = -1%; H = 0%; I = 11%; J = -4%; K = -3%

An excerpt from above, reduced to TSHR antagonist and ASM inhibitor:
SMILES	TSHR antagonist	ASM inhibitor
CN(CC(=O)Nc1cccc(F)c1)C(=O)/C=C/c1cc(Br)ccc1OC(F)F	-5	-4%
Cc1ccc2c(c1)[C@@H]1[C@H](CO2)[C@H](c2ccccc2)[C@]2(C)C(=O)N[C@H](C)C(=O)N12	-5	4%
